DENV2 CPE rescue: inhibitors of DENV2 cytopathic effect, primary screen, cell-based, plate reader, single concentration; CPE inhibition, % at 9.99 µM; hit rate 1.7% among 350,000; DENV2-infected cells, cytopathic effect rescue; AID 651640, 2012; in the data active = CPE inhibition above about 20%, passing the limit was not always enough; inconclusive = no clear call, values can overlap the other calls; tested in BHK-21 cells;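 also: 0% = median of neutral control wells and 100% = median of positive control wells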
F508del corr: F508del CFTR correction, initial screen, CFBE line, single point; CFBE cells, YFP halide quenching; stimulated with forskolin plus potentiator P3; % fluorescence drop versus neutral controls; activity (quench increase), % at 7.58 µM; hit rate 0.36% among 350,000;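 active = mean added fluorescence quench of at least 8% versus neutral control, with both replicates also reaching 8%; inconclusive = only one of the mean or replicate conditions met; inactive = mean below 8% and not both replicates reaching 8%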;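 also: cells transiently co-express mutant CFTR-F508del with the halide-sensitive YFP; corrector assay measuring rescue of mutant channel to the surface after 24 h compound exposure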
miR-122 sensor: miR-122 Renilla sensor signal increase in Huh7, primary screen, miR-122 inhibitor project, cell-based, single point, plate reader. Huh7 miR-122 Renilla luciferase sensor, 48 h; neutral wells = 0, positive control = 100. activation (reporter increase), % at 12.5 µM. hit rate 0.3% among 340,000;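 active = mean replicate activation score at least 90 and every replicate individually at or above 90; inconclusive = only one of the two criteria met; inactive = neither criterion met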;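 also: higher luciferase means less miR-122 activity so hits act as miR-122 inhibitors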
SIRT5 block: SIRT5 desuccinylase inhibitors, primary screen, biochemical, fluorescence imaging, single point, set 5 | Purified SirT5, succinyl-peptide AMC, trypsin-coupled fluorescence | inhibition, % at 15 µM | hit rate 1.1% among 330,000 | AID 652115, 2013; in the data active = inhibition above about 15%; inconclusive = no clear call, values can overlap the other calls
Target sequence (Q9NXA8 whole entry, looked up): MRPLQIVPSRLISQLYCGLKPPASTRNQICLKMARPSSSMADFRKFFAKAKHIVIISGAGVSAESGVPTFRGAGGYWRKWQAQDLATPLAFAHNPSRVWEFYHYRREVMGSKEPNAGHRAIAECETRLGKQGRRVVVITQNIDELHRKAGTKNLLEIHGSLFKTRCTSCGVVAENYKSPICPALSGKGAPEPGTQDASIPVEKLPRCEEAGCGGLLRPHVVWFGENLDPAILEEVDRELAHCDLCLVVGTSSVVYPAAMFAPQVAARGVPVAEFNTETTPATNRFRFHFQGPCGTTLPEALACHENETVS
ERAP1 HTS inh: human ERAP1 aminopeptidase inhibitors, primary screen, biochemical, single point, plate reader; Endoplasmic reticulum aminopeptidase 1 (Homo sapiens), Q9NZ08; recombinant ERAP1, Leu-AMC fluorescence, 60 min; inhibition, % at 10.7 µM; hit rate 0.15% among 340,000; AID 652197, 2013;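 active = mean replicate inhibition of at least 30%, or all replicates individually reaching that 30% level; inactive = mean below 30% and not every replicate reaching it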;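 also: 0% = neutral control wells and 100% = L-leucinethiol positive control wells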
ERp5 block: inhibitors of ERp5-driven insulin aggregation, primary screen, biochemical, turbidity, absorbance 650 nm, single point. inhibition, % at 9.99 µM. 90 min. Protein disulfide-isomerase A6 (Homo sapiens), Q15084. hit rate 0.05% among 350,000. AID 651711, 2012;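 active = mean replicate inhibition above about 25%, with every replicate also reaching it, limit read from the data, passing the limit was not always enough; inconclusive = only one of those two criteria met; inactive = neither criterion met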
Target sequence (Q15084 whole entry, looked up): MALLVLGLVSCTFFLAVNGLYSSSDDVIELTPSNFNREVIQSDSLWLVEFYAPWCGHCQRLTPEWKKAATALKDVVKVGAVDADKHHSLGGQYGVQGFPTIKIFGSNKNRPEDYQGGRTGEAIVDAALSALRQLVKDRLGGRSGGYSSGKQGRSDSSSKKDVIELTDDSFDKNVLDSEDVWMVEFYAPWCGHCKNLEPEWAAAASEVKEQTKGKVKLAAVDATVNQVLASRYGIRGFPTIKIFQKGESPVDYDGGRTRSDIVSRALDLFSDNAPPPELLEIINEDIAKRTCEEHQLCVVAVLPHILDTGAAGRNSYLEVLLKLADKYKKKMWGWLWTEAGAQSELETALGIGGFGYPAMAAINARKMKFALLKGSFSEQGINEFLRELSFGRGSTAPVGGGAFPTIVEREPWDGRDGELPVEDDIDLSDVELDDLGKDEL
CASP6 VEID inh: human caspase-6 inhibitors, primary screen, biochemical, VEID-R110 fluorescence, single point, set 2; P55212; inhibition, % at 12.5 µM; hit rate 0.53% among 350,000; purified caspase-6, Z-VEID-R110 cleavage fluorescence;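 active = mean inhibition across replicates at least about 35%, with every replicate also reaching that limit, limit read from the data; inconclusive = only one of the two criteria met; inactive = neither criterion met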;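 also: 0% = median of neutral control wells and 100% = no fluorescence left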
Target sequence (P55212 24-179 limits assumed): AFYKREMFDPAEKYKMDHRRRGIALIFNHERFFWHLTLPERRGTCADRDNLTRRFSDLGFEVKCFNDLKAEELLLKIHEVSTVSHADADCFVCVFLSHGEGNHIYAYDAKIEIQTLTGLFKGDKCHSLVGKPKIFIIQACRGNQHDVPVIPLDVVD
Target sequence (P55212 194-293 limits assumed): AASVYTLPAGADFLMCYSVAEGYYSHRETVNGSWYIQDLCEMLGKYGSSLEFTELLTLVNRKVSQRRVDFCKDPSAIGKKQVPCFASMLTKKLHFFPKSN
* hit, by the source's call; ? = inconclusive; · = no result given; & = joins results of further samples; [ ] = remark or other dose.

DENV2 CPE rescue,F508del corr,miR-122 sensor,SIRT5 block,ERAP1 HTS inh,ERp5 block,CASP6 VEID inh,canonical_smiles
3,0.2,-2,-1,-1,6,-7,NCCCC(=O)O
-1,-6.4,-2,-3,-3,11,·,c1ccc(COc2ccc(CNCc3cccnc3)cc2)cc1
-10,3.4,12[16.7 µM],3,1,0,2,C[C@H](CO)N1C[C@H](C)[C@@H](CN(C)Cc2ccc(Cl)c(Cl)c2)Oc2c(NC(=O)Nc3ccc(C(F)(F)F)cc3)cccc2C1=O
2,-0.9,0,·,-3,0,-3,CCn1c(=O)cc(OCC(=O)N2CCc3ccccc32)c2ccccc21
-9,1.2,·,-5,-1,-1,2,COCC(=O)N1CC(=O)N2[C@H](CO)[C@H](c3ccc(C4=CCCC4)cc3)[C@@H]2C1
-9,0.8,·,-1,2,2,2,COc1ccccc1C#Cc1ccc([C@@H]2[C@H](C#N)N(C(=O)C3CCC3)[C@H]2CO)cc1
?,1.3,-4[16.7 µM],7,-1,-1,-1,Cc1ccc(S(=O)(=O)Nc2ccc3c(c2)C(=O)N([C@@H](C)CO)C[C@H](C)[C@H](CN(C)C(=O)Cc2ccccc2)OCCCC[C@H](C)O3)cc1
13,0.3,-18[16.7 µM],4,0,8,3,C[C@H]1CN([C@@H](C)CO)S(=O)(=O)c2ccc(C#Cc3ccncc3)cc2O[C@@H]1CN(C)C(=O)Nc1ccc2c(c1)OCO2
-3,4.4,·,2,0,-3,0,Cc1c(CNCCc2ccccc2Cl)c(C(=O)O)c(C)n1-c1ccccc1
2,-0.8,5,·,2,-6,0,CC(C)NC(=O)NC(=O)COC(=O)Cc1c(F)cccc1Cl
-3,0.9,-9,-1,6,-5,22,Nc1c(C(=O)O)ccc2c1C(=O)c1ccccc1C2=O
4,1.4,0,-5,·,2,1,Cc1cc(=O)oc2cc(OCC(=O)OCC(=O)Nc3ccc(C(N)=O)cc3)ccc12
-16,0.7,17[16.7 µM],1,-5,2,2,Cn1cnc(S(=O)(=O)N2C[C@@H](O)COC[C@H]3O[C@H](CC(=O)NCc4cc(F)cc(F)c4)CC[C@@H]32)c1
0,-0.7,·,1,-2,-4,-1,O=C(c1ccncc1)N1CC(=O)N2[C@H](C1)[C@@H](c1ccc(-c3ccccc3)cc1)[C@@H]2CO
0,1.8,·,-3,-2,0,0,COCCNC(=O)CCc1nc2cccnc2n1Cc1ccc(OC)cc1
7,-2.3,-6[16.7 µM],0,2,-6,-1,Cc1noc(C)c1NC(=O)N(C)C[C@@H]1Oc2c(NS(=O)(=O)c3ccc(F)cc3)cccc2C(=O)N([C@H](C)CO)C[C@H]1C
-2,1.1,-3,-8,5,-2,3,CCn1c(=O)c2c(nc(SCC(=O)N3CCCC(C)C3)n2C)n(C)c1=O (configuration not stated)
3,-1.4,4[16.7 µM],-2,-4,2,2,Cc1noc(C)c1NC(=O)N(C)C[C@@H]1Oc2c(NC(=O)C3CC3)cccc2C(=O)N([C@@H](C)CO)C[C@@H]1C
7,0.5,·,1,3,3,0,O=C(Cc1cccnc1)N[C@H]1CC[C@@H](CCn2cc(-c3ccccc3F)nn2)O[C@H]1CO
-5,1.8,-12,-2,0,4,-4,CC(C)(C)CC(=O)Nc1nnc(SCC(=O)N2CCCCC2)s1
-1,-0.2,0,1,6,-2,2,CC1CCCN(c2nc3c(c(=O)[nH]c(=O)n3C)n2CCCc2ccccc2)C1 (configuration not stated)
0,2.0,-2,0,1,1,-2,Cc1ccc(-c2nnc(N3CCN(CCO)CC3)c3ccccc23)cc1
-2,·,·,-5,7,-1,1,Cc1cc(C(=O)CSc2nc(N)cc(N)n2)c(C)n1-c1cccc(C(F)(F)F)c1
-7,0.9,-9,0,-3,·,3,CC(=O)c1ccc(OCc2cc(C(=O)N3CCOCC3)no2)cc1
-4,2.3,-14[16.7 µM],-2,1,-6,0,C[C@H]1CN([C@@H](C)CO)C(=O)Cc2cc(NC(=O)Cc3cn(C)c4ccccc34)ccc2O[C@@H]1CN(C)Cc1ccc(Cl)c(Cl)c1
0,-3.1,-3,-7,·,3,-6,BrC(=C\c1ccccc1)/C=N/Nc1ccc2nncn2n1
4,-2.6,12[16.7 µM],-1,-2,0,1,C[C@H](CO)N1C[C@H](C)[C@@H](CN(C)S(=O)(=O)c2ccc(F)cc2)Oc2ccc(NC(=O)CCN3CCOCC3)cc2CC1=O
-1,3.2,-1,-1,1,3,3,O=C(COC(=O)CCNS(=O)(=O)c1cccs1)Nc1ccccc1
-9,1.0,-4,-2,-1,-1,-8,CC(C)N(CCCNC(=O)C1CCC(CNS(=O)(=O)c2ccccc2)CC1)Cc1ccccc1 (configuration not stated)
36*,2.8,-7[16.7 µM],2,2,-1,2,Cc1noc(C)c1S(=O)(=O)N(C)C[C@@H]1OCCCC[C@@H](C)Oc2ccc(NS(=O)(=O)c3ccc(Cl)cc3)cc2C(=O)N([C@@H](C)CO)C[C@H]1C
6,2.6,6,5,-3,5,-5,Cc1noc(C)c1S(=O)(=O)N(C)C[C@H]1Oc2ccc(NC(=O)NC(C)C)cc2C(=O)N([C@H](C)CO)C[C@@H]1C
2,-0.7,60,-2,-1,-5,5,COc1ccc(S(=O)(=O)N(C(=O)c2ccncc2)c2ccc3oc4c(c3c2)CCCC4)cc1
·,-2.3,-5,3,9,1,-2,CCn1c(=O)c(C(=O)CN2CCN(Cc3ccc4c(c3)OCO4)CC2)c(N)n(Cc2ccccc2)c1=O
-6,1.5,4,1,4,4,8,Cc1cc2cc(CN(CCCO)S(=O)(=O)c3cccc4nsnc34)c(=O)[nH]c2cc1C
7,-0.4,·,-1,0,-4,0,CCC(=O)N1CCN(c2ccc(Cl)cc2NC(=O)c2ccc([N+](=O)[O-])o2)CC1
-4,3.1,26[16.7 µM],1,-1,5,0,C[C@@H]1CCCCO[C@H](CN(C)S(=O)(=O)c2ccccc2)[C@@H](C)CN([C@@H](C)CO)C(=O)c2cc(NC(=O)c3ccccc3)ccc2O1
2,2.5,6,2,3,0,0,CCSc1nnc(NC(=O)CSc2nnc(-c3c[nH]c4ccccc34)n2C)s1
11,1.8,·,0,10,0,-28,CC(C)N1CCC(N2CCN(C/C=C/c3ccc(F)cc3)CC2CCO)CC1 (configuration not stated)
5,0.9,-1,10,·,-3,0,CCOC(=O)C1CCN(C(=O)c2cc(C)n(C(C)(C)C)n2)CC1
3,1.7,15,0,6,4,0,COc1ccc(-c2cc(C)no2)cc1S(=O)(=O)N1CCCCC1

Laid out differently: results already given.
Every second line gives: DENV2 CPE rescue, F508del corr, miR-122 sensor, SIRT5 block, ERAP1 HTS inh, ERp5 block, CASP6 VEID inh
> CC1CCCN(c2nc3c(c(=O)[nH]c(=O)n3C)n2CCCc2ccccc2)C1 (configuration not stated)
→ -1, -0.2, 0, 1, 6, -2, 2
> Cc1ccc(-c2nnc(N3CCN(CCO)CC3)c3ccccc23)cc1
→ 0, 2.0, -2, 0, 1, 1, -2
> Cc1cc(C(=O)CSc2nc(N)cc(N)n2)c(C)n1-c1cccc(C(F)(F)F)c1
→ -2, ·, ·, -5, 7, -1, 1
> CC(=O)c1ccc(OCc2cc(C(=O)N3CCOCC3)no2)cc1
→ -7, 0.9, -9, 0, -3, ·, 3
> C[C@H]1CN([C@@H](C)CO)C(=O)Cc2cc(NC(=O)Cc3cn(C)c4ccccc34)ccc2O[C@@H]1CN(C)Cc1ccc(Cl)c(Cl)c1
→ -4, 2.3, -14[16.7 µM], -2, 1, -6, 0
> BrC(=C\c1ccccc1)/C=N/Nc1ccc2nncn2n1
→ 0, -3.1, -3, -7, ·, 3, -6
> C[C@H](CO)N1C[C@H](C)[C@@H](CN(C)S(=O)(=O)c2ccc(F)cc2)Oc2ccc(NC(=O)CCN3CCOCC3)cc2CC1=O
→ 4, -2.6, 12[16.7 µM], -1, -2, 0, 1
> O=C(COC(=O)CCNS(=O)(=O)c1cccs1)Nc1ccccc1
→ -1, 3.2, -1, -1, 1, 3, 3
> CC(C)N(CCCNC(=O)C1CCC(CNS(=O)(=O)c2ccccc2)CC1)Cc1ccccc1 (configuration not stated)
→ -9, 1.0, -4, -2, -1, -1, -8
> Cc1noc(C)c1S(=O)(=O)N(C)C[C@@H]1OCCCC[C@@H](C)Oc2ccc(NS(=O)(=O)c3ccc(Cl)cc3)cc2C(=O)N([C@@H](C)CO)C[C@H]1C
→ 36*, 2.8, -7[16.7 µM], 2, 2, -1, 2
> Cc1noc(C)c1S(=O)(=O)N(C)C[C@H]1Oc2ccc(NC(=O)NC(C)C)cc2C(=O)N([C@H](C)CO)C[C@@H]1C
→ 6, 2.6, 6, 5, -3, 5, -5

(list continues)
DENV2 CPE rescue,F508del corr,miR-122 sensor,SIRT5 block,ERAP1 HTS inh,ERp5 block,CASP6 VEID inh,canonical_smiles
2,1.2,4[16.7 µM],-2,0,-2,0,CO[C@@H]1CN(C)C(=O)c2cc(NC(C)=O)ccc2OC[C@H](C)N(C(=O)c2cccnc2)C[C@H]1C
5,-1.7,11,3,-6,-3,1,O=C(CCCC1=NS(=O)(=O)c2ccccc2N1)OCc1ccc(Cl)cc1
-5&3,3.3&2.9,-4&-1,10&3,0&0,-2&6,2&7,CCc1nn(CCCN2CCN(c3cccc(Cl)c3)CC2)c(=O)n1CCOc1ccccc1
-7,0.3,·,-3,1,-15,4,COc1ccc2c3c(n(C)c2c1)[C@H](CO)N(C(C)=O)CC31CCN(C(=O)c2ccccc2)CC1
0,-0.6,·,·,0,-1,0,N#CC(c1ccccc1)c1ccc([N+](=O)[O-])cc1 (configuration not stated)
3,-0.7,·,-4,-6,1,-3,CCCCC1CCC(C(=O)N(C)CC(=O)Nc2cccc(F)c2)CC1 (configuration not stated)
3,-3.0,-7,-2,-2,6,-2,COCCN(C(=O)COC(=O)/C=C/c1ccc2ccccc2n1)c1c(N)n(Cc2ccccc2)c(=O)[nH]c1=O
4,1.6,-5,·,·,0,-2,Cc1cc(C)cc(NS(=O)(=O)c2coc(C(N)=O)c2)c1
-9,-0.6,·,-3,2,1,-5,COc1ccc(NC(=O)c2c(-c3ccccc3)noc2C)c(OC)c1
-5,-0.7,17,-6,3,2,1,Clc1cccc(-c2noc3ncnc(Nc4ccc5c(c4)OCO5)c23)c1
3,1.2,-5,0,12,-1,3,COc1cc(C2NC(=O)NC(C)=C2C(=O)OCC2CCCO2)ccc1O (configuration not stated)
-12,3.4,-9[16.7 µM],2,0,-11,0,C[C@@H]1CN([C@@H](C)CO)S(=O)(=O)c2ccc(C#CC3CC3)cc2O[C@@H]1CN(C)C(=O)C1CCC1
-1,-1.4,·,0,·,5,-3,O=[N+]([O-])c1ccccc1OCCOc1ccccc1[N+](=O)[O-]
0,-2.0,6,10,·,3,1,CN(CC1COc2ccccc2O1)C(=S)NC1CCCCC1 (configuration not stated)
·,2.8,-2,·,-1,-1,6,CCCCC1=CC2=CC(=O)C(C)(OC(=O)CC)C(=O)C2=CN1Cc1ccccc1 (configuration not stated)
-5,·,-6,0,-2,-5,0,Cc1ccccc1C(=O)N1CCC(C(=O)N2CCN(Cc3ccc4c(c3)OCO4)CC2)CC1
-10,2.7,·,0,8,6,7,O=C(CCNS(=O)(=O)c1ccccc1)N1CCCCCCC1
5,·,·,0,-2,-2,-2,O=C(COC(=O)CCCN1C(=O)c2cccc3cccc(c23)C1=O)Nc1ccc(Cl)cc1
-7,2.9,10,-37,·,2,6,CC(=O)c1cc2ccc(O)cc2oc1=O
1,-0.1,-1,-4,10,4,0,C[C@H](NC(=O)c1ncn2c1C(=O)NC[C@@H]2C)c1ccccc1
-8,2.4,-1,·,·,0,-5,COc1ccc2[nH]c3c(c2c1)CCN1C(=O)N([C@@H](C)C(=O)NCc2ccc(C)cc2)C(=O)[C@]31C
-6,1.5,-2,-22,-1,-1,-1,COc1ccc(-c2oc3cccnc3c2-c2ccc(OC)nc2)cc1
-5,-2.3,0,2,-3,0,0,O=C(CN1C(=O)NC2(CCCCC2)C1=O)N1CCN(S(=O)(=O)c2ccc(F)cc2)CC1

Screens from PubChem BioAssay.
